SSB-PriA inh: inhibitors of Klebsiella pneumoniae PriA binding to SSB C-terminal tail, primary screen, biochemical, AlphaScreen | actives 0.6% (n = 430,000) | PriA–SSB C-terminal tail interaction (Klebsiella pneumoniae) | inhibition, % at 33 µM | AID 1272365, 2023 | AlphaScreen SSBct-PriA binding, biotinylated peptide; in the data active = inhibition mostly above about 37%, no sharp cut-off; inactive = mostly below about 20%;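 also: plate controls were negative control peptide for no effect and reference peptide for full effect; strong numbers were not always called active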
* = called active by the depositor; & = joins results of further samples. The list is partial. The share of hits here may be higher or lower than overall.

SMILES	SSB-PriA inh
Cn1c(C(C#N)=C(O)CN2C(=O)c3ccccc3C2=O)nc2ccccc21	-26
Cc1cc2[nH]c(=O)c(=O)[nH]c2cc1C	-18
COCCCNc1oc(-c2ccc(F)cc2)nc1S(=O)(=O)c1ccc(Br)cc1	-15
COc1cncc(O[C@H]2CCN(C(=O)N3CCOCC3)C2)n1	-12
CCCOc1ccc(C=NNc2ccccc2[N+](=O)[O-])c(O)c1	23
Cc1cc(=S)oc2ccccc12	17
CSc1ccc(C=NNC(=O)CN2CCN(Cc3ccccc3)CC2)cc1	3
Cc1nc(C)c(C(=O)Nc2ccc(C)c(Cl)c2)o1	3&10
COc1ccc(C)c2sc(N(CCCN(C)C)C(=O)c3ccnn3C)nc12	-6
CC1=C(C(=O)Nc2ccccc2)C(c2ccc(Cl)cc2)n2c(sc(=Cc3cccc(OCC(=O)O)c3)c2=O)=N1 (configuration not stated)	-1
Cn1nc(C(=O)N2CC(Oc3nccs3)C2)ccc1=O	-18
COC(=O)c1ccc(C=NOCC(=O)NC2CCCCCCC2)cc1	-5
O=C(CNc1ccccc1)Nc1ncc(Cc2ccccc2Cl)s1	-6
CCN(CC)S(=O)(=O)c1cccc(C(=O)NN=Cc2ccc(OC)c(O)c2)c1	2
CCOc1cc(C=NNc2nn3cnnc3c3ccccc23)ccc1O	-1
O=C(Nc1ccn2nccc2c1)c1ccc(Cl)s1	-5
CCN(CC)C(=O)CSc1nc(N)c(NC(=O)c2ccc(Br)o2)c(=O)[nH]1	9
Cc1csc(NC(=O)CSc2ccc(NC(=O)c3cccs3)nn2)n1	0
CCN1C(=O)C(C)(C)COc2ccc(NC(=O)c3c(OC)cccc3OC)cc21	20
O=C(NCCn1cc(SCC(=O)N2CCCCCC2)c2ccccc21)c1ccc([N+](=O)[O-])cc1	-2
O=C([C@H]1CC(=O)N(c2ccc(Cl)cc2)C1)N1CCC(Oc2cnccn2)CC1	-3
Cc1ccc(NC(=O)c2nnn(Cc3nc(-c4ccc(Cl)cc4)oc3C)c2C)cc1F	-15
CC1CN(S(=O)(=O)c2cccc(F)c2)CC(C)O1 (configuration not stated)	-8
CC(Cn1nnc([N+](=O)[O-])n1)=NNC(=O)c1ccccc1O	-9
O=C1c2ccccc2C(=O)c2cc(S(=O)(=O)N3CCN(C(=O)c4ccco4)CC3)ccc21	-12
CCCc1nnsc1C(=O)NCCc1ncc(-c2cccs2)[nH]1	12
O=C(Cn1c(=O)oc2ccccc21)N1CCN(CCn2cccn2)CC1	10
O=C(CCc1ccccc1)NCC[C@H](O)C1CCOCC1	-2
N#Cc1nccnc1OC1CCN(C(=O)c2ccc(Cl)s2)C1 (configuration not stated)	-9
Cc1cc(N=C/C=C2/N(C)c3ccccc3C2(C)C)n(CCC#N)n1	4
Cc1cc(N2CCCC2)nc(CNS(=O)(=O)c2cccs2)n1	5
COc1ccccc1-c1cc2c(SCC(=O)Nc3ccc(C#N)cc3)nccn2n1	-2
Cc1cc(-c2ccc(NC(=O)c3ccccc3Cl)c(C)c2)ccc1NC(=O)c1ccccc1Cl	-2
N#CCCn1cc(C=NO)c(-c2ccc(F)cc2)n1	-4
Cc1ccc(NS(C)(=O)=O)cc1N1CCCC1=O	2
Cc1ccnc(NS(=O)(=O)c2ccc(NC(=O)CN3C(=O)c4ccccc4C3=O)cc2)n1	-8
Cc1cc(C(=O)CSc2nc3scc(-c4ccc(Cl)cc4)c3c(=O)n2-c2ccccc2)c(C)n1-c1cc(F)ccc1F	0
COc1nn(C)cc1-c1nnc(SCc2ccccn2)n1C	4
Cc1ccc(OCC(=O)NN=Cc2cccs2)c([N+](=O)[O-])c1	-18
CC(=NNC(=S)Nc1ccc(F)cc1)C1CC1	32
OC(COc1ccc(C23CC4CC(CC(C4)C2)C3)cc1)C[N+]1(Cc2ccccc2)CCOCC1 (configuration not stated)	45*
CCOC(=O)c1ccc(NC(=O)CSc2nnc(Cn3c(=O)sc4ccccc43)n2-c2ccccc2)cc1	1
Fc1ccc(-c2csc(CN3CCNCC3)n2)cc1	16
O=C(c1cc(Br)cs1)N1CCC(c2ccsc2)CC1	-21
C=CCc1cccc(C=Nn2cnnc2)c1O	-2
CCOc1ccc(NCc2ccc(O)c3ncccc23)cc1	19
O=C(NCC#CCOc1cccc(C(F)(F)F)c1)C1CC=CCC1 (configuration not stated)	-6
O=C(c1ccccc1F)N1CC(Oc2nccs2)C1	-1

Entries from the list above that have a furan ring, fused or not:
SMILES	SSB-PriA inh
CCN(CC)C(=O)CSc1nc(N)c(NC(=O)c2ccc(Br)o2)c(=O)[nH]1	9
O=C1c2ccccc2C(=O)c2cc(S(=O)(=O)N3CCN(C(=O)c4ccco4)CC3)ccc21	-12

(further entries)
SMILES	SSB-PriA inh
O=C(Nc1nc(-c2nc3ccccc3s2)cs1)c1cc(-c2ccccc2)nc2ccccc12	0
O=C(CCCSc1ccc(NC(=O)c2cccs2)nn1)Nc1nccs1	-14
O=C(CCC(=O)OCC(=O)c1ccccc1)Nc1ccc2ccccc2c1	4
Cc1c(Cl)cccc1NC(=O)CSc1ccc(-c2ccc3c(c2)OCO3)nn1	-8&1
CN1CCSC1=N	-15
COc1cc(NC(=O)c2cc(C3CC3)on2)ncn1	-14
O=C(c1ccno1)N1CC(S(=O)(=O)C2CCCCC2)C1	-14
CS(=O)(=O)c1cccc(-c2nnc(NC(=O)c3ccccc3Br)o2)c1	-14&0
COc1cccc(C(=O)NCCS(=O)(=O)NCCCOC(C)C)c1	-7
Cc1cc(C=NNC(N)=S)c(C)n1-c1ccc(Cl)c(Cl)c1	12
CCNC(=O)C(=O)NCc1ccsc1	-13&-9
COc1ccccc1-n1c(CNC(=O)c2cccs2)nnc1SCC(=O)N1N=C(c2cccs2)CC1c1ccc(F)cc1 (configuration not stated)	9
O=C(NN=Cc1ccc([N+](=O)[O-])cc1)c1ccccc1OCc1ccccc1	-3
CC(C)N1CCc2c(sc(NC(=O)c3ccn(C)n3)c2C(N)=O)C1	0&1
CCCn1c(SCC(=O)Nc2ccc(C)cc2Br)nc2c(oc3ccccc32)c1=O	4
O=C(NCCC1=CCCCC1)C(=O)NCCC(O)c1cccs1 (configuration not stated)	-11
CCOC(=O)N1CCN(C(=O)CCN2C(=O)c3cccc4cccc(c34)C2=O)CC1	-2
Oc1[nH]c(=S)sc1C=C1C(c2ccccc2)=Nc2ccccc21	8
O=C(NCCn1ccc(-c2ccncc2)n1)C1CC=CCC1 (configuration not stated)	1
CC(=NO)c1ncc(C(F)(F)F)cc1Cl	-2
Cn1nc(C(=O)N2CCCC(c3nn(C)c(=O)n3-c3ccccc3)C2)ccc1=O (configuration not stated)	-9
Cn1c2ccccc2c2ccccc21	-31&-20
CCOC(=O)C1CCN([C@@H](c2cccnc2)c2c(O)cc(C)n(Cc3ccco3)c2=O)CC1	-20
O=C(CSc1nccn(-c2ccc(F)c(F)c2)c1=O)Nc1ccccc1C(F)(F)F	5
O=C(CO)NN=Cc1cccc(Cl)c1Cl	3
COc1ncc(NS(=O)(=O)c2cc(C)ccc2OC)cn1	-8
O=C(CCCN1C(=O)c2cccc3cccc(c23)C1=O)NC1CCCCC1	-19
Cc1ccc(-c2noc(-c3ccc(=O)n(Cc4ccccc4F)c3)n2)cc1	-3
COc1ccc(-c2cn[nH]c2-c2ccc(OCCN3CCCCC3)cc2O)cc1OC	17
CC(C)(C)C(=O)N1CCc2ccc(NC(=O)COc3ccccc3F)cc21	-1
Cc1ccc(-c2noc(-c3cn(CC(=O)NCc4cccs4)c4nc(C)ccc4c3=O)n2)cc1	-3
COc1ccc(S(=O)(=O)C2CNC2)cc1	-5
CCOc1ccc(C(=O)NCCn2nc(-c3cccs3)ccc2=O)cc1	-2
O=C(OCc1cc(-c2ccc(F)cc2F)on1)c1ncc(-c2ccccc2)o1	0
CCOC(=O)c1ccc(NC(=O)CSc2nnc(CNC(=O)c3ccccc3C(F)(F)F)n2-c2cccc(C)c2C)cc1	-18
CCOC(=O)NN=Cc1ccccc1OCc1ccc(Cl)cc1	-4

For reference, 16 of the compounds above:
SMILES	SSB-PriA inh
Cn1nc(C(=O)N2CCCC(c3nn(C)c(=O)n3-c3ccccc3)C2)ccc1=O (configuration not stated)	-9
Cn1c2ccccc2c2ccccc21	-31&-20
CCOC(=O)C1CCN([C@@H](c2cccnc2)c2c(O)cc(C)n(Cc3ccco3)c2=O)CC1	-20
O=C(CSc1nccn(-c2ccc(F)c(F)c2)c1=O)Nc1ccccc1C(F)(F)F	5
O=C(CO)NN=Cc1cccc(Cl)c1Cl	3
COc1ncc(NS(=O)(=O)c2cc(C)ccc2OC)cn1	-8
O=C(CCCN1C(=O)c2cccc3cccc(c23)C1=O)NC1CCCCC1	-19
Cc1ccc(-c2noc(-c3ccc(=O)n(Cc4ccccc4F)c3)n2)cc1	-3
COc1ccc(-c2cn[nH]c2-c2ccc(OCCN3CCCCC3)cc2O)cc1OC	17
CC(C)(C)C(=O)N1CCc2ccc(NC(=O)COc3ccccc3F)cc21	-1
Cc1ccc(-c2noc(-c3cn(CC(=O)NCc4cccs4)c4nc(C)ccc4c3=O)n2)cc1	-3
COc1ccc(S(=O)(=O)C2CNC2)cc1	-5
CCOc1ccc(C(=O)NCCn2nc(-c3cccs3)ccc2=O)cc1	-2
O=C(OCc1cc(-c2ccc(F)cc2F)on1)c1ncc(-c2ccccc2)o1	0
CCOC(=O)c1ccc(NC(=O)CSc2nnc(CNC(=O)c3ccccc3C(F)(F)F)n2-c2cccc(C)c2C)cc1	-18
CCOC(=O)NN=Cc1ccccc1OCc1ccc(Cl)cc1	-4

Remaining list, next part.
SMILES	SSB-PriA inh
COC(=O)c1ccc(NC(=O)Cc2csc(NC(=O)c3ccc[nH]c3=O)n2)cc1	-5
NC(=O)c1c(NC(=O)c2ccccc2Cl)sc2c1CCCC2	5
Cn1ccc(C(=O)Nc2nc3c(s2)CCc2ccccc2-3)n1	11
O=C(NCCCS(=O)(=O)N1CCN(c2ccccn2)CC1)c1ccccn1	0
Cc1nc2ccccn2c(=O)c1NC(=O)c1cccc(C(F)(F)F)c1	-8
COC(=O)CSC1CCN(S(=O)(=O)c2ccccc2Br)C1 (configuration not stated)	-2
CCCS(=O)(=O)N1CCc2ccc(NC(=O)Cc3ccc(OC)cc3)cc2C1	-9
O=C(NCCC1=CCCCC1)C(=O)NCC1(O)CCc2ccccc2C1 (configuration not stated)	-18
O=C(CCOc1ccccc1)Nc1nc2cc3c(cc2s1)OCO3	-23
CCCCCCC(=O)N/N=C\c1ccco1	-7
CCCCC(=O)Nc1ccc2c(c1)N(C(=O)C(C)C)CCC2	-11
O=c1[nH]c(=O)n(-c2cccc(Cl)c2)c(O)c1C=Nc1ccccn1	-6
COc1ccccc1NC(=O)COc1ccc(-c2nnc(C)o2)cc1	-4
O=C(NC1CCN(c2nccs2)C1)c1ccc2noc(-c3ccccc3)c2c1 (configuration not stated)	23
O=C(c1ccccn1)N1CCN(c2ccc(-c3ccc4c(c3)OCO4)nn2)CC1	-14
N#Cc1ccccc1C=NNc1nc(-c2ccccc2)c2cc(Cl)ccc2n1	1
Cc1nc(SCCN2C(=O)c3ccccc3C2=O)c2c3c(sc2n1)CCCC3	-6
O=C(Cc1ccc(-c2ccccc2)cc1)Nc1c(C(=O)Nc2ccc(F)c(F)c2)oc2ccccc12	-17
CC1CN(c2ncnc3c2cnn3CCNC(=O)c2c(F)cccc2Cl)CC(C)O1 (configuration not stated)	-10
CCOc1ccc(NC(=O)C(=O)NCc2cccs2)cc1	-4
COCC(=O)N1CCCc2ccc(NC(=O)CSC3CCCC3)cc21	2
CCC(=NNC(=O)c1ccc(CN(C)S(=O)(=O)c2ccc(C)cc2)cc1)c1ccc(OC(F)F)cc1	0
COc1cc(=O)n(-c2ccccc2C)nc1C(=O)Nc1ccc(F)c(C(F)(F)F)c1	1
S=C(NC1Cc2ccccc2C1)N1CCCC1	-14
Cc1nc(S[C@@H](C)c2ccccc2)[nH]c(=O)c1CC(=O)NCc1ccc(F)cc1	-14
O=C([C@H]1CC(=O)N(C2CCOCC2)C1)N1CCN(c2ncccn2)CC1	-2
CCOc1ccc(S(=O)(=O)c2cnc(SCC(=O)Nc3cccc(Cl)c3)[nH]c2=O)cc1	-4
CCOC(=O)N1CCN(C(=O)c2csc(Nc3ccc(OC(F)F)cc3)n2)CC1	6
COc1ccc(S(=O)(=O)Oc2ccccc2NC(C)=O)cc1C	0
CCCC(=NNc1ccc(Cl)cc1)c1cnnc(-c2ccccc2)n1	-20
O=S(=O)(Cc1cc(F)ccc1F)NCCn1ccc(-c2ccsc2)n1	-9
COc1cc(Cl)c(C)cc1NC(=O)c1cccs1	-140
O=C(NN=Cc1ccc(Cl)cc1Cl)c1ccncc1	-17
CS(=O)(=O)c1ccc(CCC(=O)NCCc2ccsc2)cc1	11
C=C(C)CN1N=C(c2ccccc2)Cn2c1nc1c2c(=O)n(CC(=C)C)c(=O)n1C	-6
NC1CCCCC1N1C(=O)CSC1=O (configuration not stated)	22
CCOC(=O)c1ccccc1OCc1cc(C=Nn2cncn2)ccc1OC	-18
CC(C)S(=O)(=O)c1ccc(CC(=O)N2CCC(c3nnc(-c4ccco4)s3)CC2)cc1	2
Cc1ccc(-n2nnc3c(N4CCN(S(=O)(=O)c5cccs5)CC4)ncnc32)cc1	-7
CN1C[C@@H](NC(=O)c2cc(-c3ccco3)[nH]n2)CC1=O	-4
COc1cc2c(cc1OC)CN(C(=O)Cc1c(C)[nH]c(=O)[nH]c1=O)CC2	-15
O=C(CCC(=O)c1ccccc1)NCCCn1ccc2cccnc21	0
CC(=O)Nc1nc(C)cc(=O)[nH]1	-1
O=C(CCC(=O)NN=Cc1ccc(Br)o1)NN=Cc1ccc(Br)o1	-7
O=C(CCCn1nc(-c2ccco2)ccc1=O)Nc1cc(F)ccc1F	-11
O=C(NC[C@H](O)c1ccoc1)C1c2ccccc2Oc2ccccc21	-2
COCCNC(=O)CC#N	1
O=C(CCS(=O)(=O)c1ccccc1)N1CCC(Oc2cnccn2)CC1	-7
Nc1ncnc(Cl)c1N	10
COc1cccc2sc(OC3CN(C(=O)c4cccc(S(C)(=O)=O)c4)C3)nc12	-11
NC(=NOC(=O)c1ccc(Cl)c([N+](=O)[O-])c1)c1ccccn1	-8
O=C(C1CCC1)N1CCS[C@H](c2ccco2)CC1	-3
